# TCR activator: activates T cell receptor signaling | 330,000 tested, under 10 active | Potency, µM (top dose mostly 9.22 µM), for the others: at the top dose activation of IL-2 secretion, usual class: activators | primary human leukocytes, anti-CD3, IL-2 HTRF, 48 h; further: % of control where 0% means no effect
#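 Primary human leukocytes were stimulated with a-CD3 beads plus compounds for 48 hr without co-stimulation; secreted IL-2 was quantified by HTRF using a-IL-2-K (europium cryptate) and a-IL-2-d2, excited at 320nm with acceptor emission read at 665nm.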
# a7 integrin act: activates integrin-mediated alleviation for muscular dystrophy; Potency, µM (highest dose often 38.3 µM), without a hit: at the top dose activation, usual class: activators; actives 0.064% (n = 350,000); alpha7betagal myoblasts, beta-gal FDG fluorescence, 48 h;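 further: potency means the concentration at half of the fitted maximal effect; 100% = response of the positive control SU9516; nearly all actives have a fitted effect of over 60% in size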
#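 alpha7betagal+/- myoblasts (passage 13, 250/well) treated 48 h at 37C with compounds at 1:260 dilution of DMSO stock. Lysed, then beta-galactosidase activity read as FDG fluorescence (ex 480/em 540) after 30 min, with pre-read for autofluorescence.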
# ASM inhibitor: blocks human secretory acid sphingomyelinase; P17405; placental ASM, HMU-PC fluorogenic substrate, 60 min; Potency, µM (top dose mostly 57.5 µM), without a hit: at the highest dose activity change, negative = inhibition, actives largely listed as inhibitors; actives 0.006% (n = 340,000); AID 504937; further: potency means the concentration at half of the fitted maximal effect
# Target sequence (P17405 47-631 limits assumed): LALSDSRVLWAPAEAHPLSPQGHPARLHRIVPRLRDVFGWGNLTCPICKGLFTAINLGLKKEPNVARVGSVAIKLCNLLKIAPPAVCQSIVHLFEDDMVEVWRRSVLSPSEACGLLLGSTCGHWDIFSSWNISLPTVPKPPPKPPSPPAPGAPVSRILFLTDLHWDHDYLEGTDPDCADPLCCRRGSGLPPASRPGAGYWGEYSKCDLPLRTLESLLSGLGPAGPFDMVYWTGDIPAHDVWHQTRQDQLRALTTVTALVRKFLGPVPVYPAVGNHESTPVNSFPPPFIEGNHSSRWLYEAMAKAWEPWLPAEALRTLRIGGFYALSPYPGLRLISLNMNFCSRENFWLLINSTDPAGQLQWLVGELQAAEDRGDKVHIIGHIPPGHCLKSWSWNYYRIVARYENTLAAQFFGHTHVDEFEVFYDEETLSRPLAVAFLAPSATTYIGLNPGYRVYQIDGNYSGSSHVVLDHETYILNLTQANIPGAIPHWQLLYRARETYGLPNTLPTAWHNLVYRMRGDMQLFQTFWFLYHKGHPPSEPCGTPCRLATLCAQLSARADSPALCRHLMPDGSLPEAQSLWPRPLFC
#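 HMU-PC0 cleavage (9 uM final) by human placental ASM, 60 min at 37 °C following 10 min compound exposure at RT; stopped at pH 10, fluorescence Ex 386/Em 447 nm.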
# TSG101-PTAP inh: blocks PTAP/TSG101 interaction to inhibit HIV-1 budding | Fluorescence polarization, FITC-PTAP peptide / Tsg101 binding | Potency, µM (highest dose often 115 µM), for inactives: top-dose activity change, negative = inhibition, usual class: inhibitors | 340,000 tested, under 10 active; active means well fitted inhibition curve with a large enough effect in the main read-out, with a control signal flat, not every such curve was filed as active; inconclusive means small, poorly fitted or top-dose-only effect, or effect the other way, or a change in a side signal; inactive means no such curve, though single readings can be large or run the other way; further: potency means the concentration at half of the fitted maximal effect; % of control where 0% means no effect
# Target sequence (Q99816 whole entry, looked up): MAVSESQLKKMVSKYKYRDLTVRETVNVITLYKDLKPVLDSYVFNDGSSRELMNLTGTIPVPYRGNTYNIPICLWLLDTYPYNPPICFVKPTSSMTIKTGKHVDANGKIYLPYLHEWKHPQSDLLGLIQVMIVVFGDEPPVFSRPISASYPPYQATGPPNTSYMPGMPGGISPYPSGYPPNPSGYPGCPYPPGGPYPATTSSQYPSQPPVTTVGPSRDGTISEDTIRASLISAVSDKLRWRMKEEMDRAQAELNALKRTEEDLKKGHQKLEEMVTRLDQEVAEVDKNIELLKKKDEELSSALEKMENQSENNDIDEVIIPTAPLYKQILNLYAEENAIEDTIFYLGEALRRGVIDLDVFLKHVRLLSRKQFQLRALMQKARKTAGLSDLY
#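 Compounds were pin-transferred onto Tsg101 binding domain (10 uM final) in HEPES pH 7.5 buffer, then FITC-PTAP peptide was added at 50 nM final. After 20 min at RT, polarization reported peptide displacement across a qHTS concentration series.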
# * hit, by the source's call; ? = inconclusive; [ ] = remark or other dose. Unless noted, the call rests on the fitted dose curve; in most records, active means well fitted curve in the direction sought with a large enough effect; inconclusive means small, poorly fitted or top-dose-only effect, or another doubt; inactive means no such curve, though single readings can be large; an effect the other way counts as inactive or inconclusive. A portion of the library; the hit share may differ from the screen's.
Molecule | TCR activator | a7 integrin act | ASM inhibitor | TSG101-PTAP inh
O=c1ccn(Cc2ccccc2)c(SCc2ccccc2)n1 | -3% | 15% | 1% | -2%
CC12CCC(C)(O1)C1C(=O)N(c3nccs3)C(=O)C12 (centres undefined) | 3% | 2% | 2% | 0%
Nc1nnc(C(=O)c2ccccc2N)s1 | -1% | 10%[7.66 µM] | -4% | -2%
Oc1cccc2oc(=S)[nH]c12 | -12% | -3% | 3% | -1%
CC1(C)COC(=S)N1CCC#N | 12% | 15% | 1% | -2%
COc1cccc(C(=O)C(=O)c2cccc(OC)c2OC)c1OC | 8% | -22% | -2% | -4%
Cc1ccc(S(=O)(=O)Oc2ccccc2-c2ccccc2)cc1 | -3% | -10% | -9% | -6%
COC(=O)[C@@](C)(O)C1(C(=O)SC(C)(C)C)CC1 | -3% | 32% | 8% | -1%
Cc1cc(C)cc(NC(=O)c2cccc(NC(=O)c3ccco3)c2)c1 | -4% | 11% | -3% | 2%
COc1ccc(-c2cc(C(=O)N/N=C/c3cccnc3)c3ccccc3n2)c(OC)c1 | -1% | 18% | 47%[activator] | 0%
Clc1cccc(OCCOCCN2CCNCC2)c1Cl | -5% | -18% | 7% | 2%
N/C(=N\NS(=O)(=O)c1ccccc1)c1ccccn1 | -3% | 11% | 1% | -1%
CCOc1ccc2nc(NC(=O)c3ccc(C)o3)sc2c1 | 8% | -20% | 0% | -1%
CC(=O)NCCc1ccc(S(=O)(=O)Nc2ccc3c(c2)OCCO3)cc1 | -2% | -2% | 6% | 0%
Cc1ccc(NC(=O)c2ncn(CCCNCc3ccccc3)n2)cc1C | -3% | -24% | 3% | 0%
COc1ccc(OC)c(-c2cc(C(=O)Nc3ccccc3C(N)=O)c3ccccc3n2)c1 | -10% | 6% | -6% | -3%
Cc1onc(-c2ccccc2Cl)c1C(=O)N(Cc1ccc(N(C)C)cc1)C(C)C | -3% | 21% | 0% | -4%
O=C1C=C(c2cccnc2)CCC1 | 2% | 2% | 5% | 0%
CC1(CCOCc2ccccc2)NC(=O)NC1=O (centres undefined) | 2% | 20% | -2% | -6%
CC(C)C[C@@H](CN)NC(=O)c1nc[nH]c1C(=O)N[C@@H](C)C(=O)CNC[C@H](C)NC(=O)c1nc[nH]c1C(=O)N[C@@H](Cc1ccccc1)C(=O)O | -3% | -2% | 6% | -4%
COCCN(C(=O)Cc1csc(-c2cccc(Cl)c2)n1)c1c(N)n(Cc2ccccc2)c(=O)[nH]c1=O | -4% | 16% | 19% | -2%
O=C1NC(=S)SC1=Cc1cccs1 | 0% | 5% | -8% | -4%
Cc1n[nH]c(=S)n1/N=C/c1ccc(-c2ccc(Cl)cc2)o1 | 2% | 20% | 2% | -5%
COCCNC(=O)c1onc(CSc2ccc(F)c(F)c2)c1C(=O)NCCOC | 4% | 9% | 0% | 2%
CN1C[C@@H]2[C@@H]3C(=O)N(Cc4ccccc4)C(=O)[C@@H]3[C@](C)(C1=O)N2C(=O)c1ccccc1 | 0% | 38% | -1% | 3%
O=c1[nH]c(=O)n(CCCc2ccccc2)cc1-c1ccccc1 | 1% | -15% | 0% | -5%
CN(C(=O)c1cccc(NC(=O)Cc2ccc(NC(=O)C3CCN(C(=O)CCc4ccccc4)CC3)cc2)c1)C1CCC1 | -4% | -31% | -1% | 2%
COc1ccccc1CNC(=O)COC(=O)C1CCN(S(=O)(=O)c2c(Cl)cccc2Cl)CC1 | 10% | 0% | -4% | -1%
C(=C\c1sc(Nc2ccccc2)n[n+]1-c1ccccc1)/c1ccccc1 | -2% | 4% | -7% | 1%
COc1cccc(OC)c1C(=O)Nc1ccncc1 | -1% | 18% | 4% | -7%

# A run of entries of the results above, as a working copy:
Molecule | TCR activator | a7 integrin act | ASM inhibitor | TSG101-PTAP inh
COCCN(C(=O)Cc1csc(-c2cccc(Cl)c2)n1)c1c(N)n(Cc2ccccc2)c(=O)[nH]c1=O | -4% | 16% | 19% | -2%
O=C1NC(=S)SC1=Cc1cccs1 | 0% | 5% | -8% | -4%

# Next part:
Molecule | TCR activator | a7 integrin act | ASM inhibitor | TSG101-PTAP inh
O=C1N[C@@H](Cc2ccccc2)C(=O)N2[C@@H]3N(S(=O)(=O)c4ccccc4)c4ccccc4[C@]3(Br)C[C@@H]12 | 0% | 16% | -1% | -3%
CC(=O)N(C)c1cc([N+](=O)[O-])ccc1OCc1ccccc1 | -3% | 5% | -3% | 1%
CCCCc1c(O)c2cccc3c2n(c1=O)CCC3 | -4% | 15% | 3% | -4%
COc1ccc(C2=NOC(C)(c3nnc(-c4ccccc4)o3)C2)cc1 (centres undefined) | -6% | -13% | -7% | -4%
COC(=O)c1ccc(NC(=O)CSc2nnc(-c3ccccc3Br)n2-c2ccccc2)cc1 | 5% | 6% | 3% | -3%
Cc1ccc(S(=O)(=O)N2CCOCC2)cc1NC(=O)COC(=O)c1cccc(Cl)c1Cl | -2% | -6% | -4% | -4%
CC(=O)Nc1ccc2c(c1)C(=Nc1ccccc1)c1ccccc1-2 | 2% | 8% | -14% | -11%
Cc1c([N+](=O)[O-])cc(N2C(=O)C=CC2=O)cc1[N+](=O)[O-] | 1% | 16% | -2% | 3%
Cc1cc(NC2=CC(=O)C(=O)c3ccccc32)no1 | 8% | -48%[inhibitor] | -3% | -1%
COc1cc2c(c(OC)c1OC)-c1ccc(SC)c(=O)cc1C(NC(=O)c1ccccc1)CC2 (centres undefined) | 1% | 14% | -12% | -2%
C#CCOCCOCCOCCNc1nc(N2CCOCC2)nc(N2CCN(C(=O)[C@H](C)n3cc(CCC(=O)O)nn3)CC2)n1 | 1% | 7% | 2% | -15%
NNC(=O)C1CCN(S(=O)(=O)c2ccc(Cl)cc2)CC1 | 6% | 25% | 3% | -1%
CCOC(=O)C1=C(COC(=O)c2ccc(OC)c(S(=O)(=O)N3CCOCC3)c2)NC(=O)NC1C (centres undefined) | -3% | -11% | 10% | -9%
CCOC(=O)/C=c1/s/c(=C/c2ccccc2OC)c(=O)n1CC(=O)N1CCOCC1 | 7% | -24% | 46% | -3%
COc1ccc(Br)cc1/C=N/Nc1ccc(S(=O)(=O)Nc2ccccc2C(=O)O)cc1[N+](=O)[O-] | -1% | 8% | -28% | -6%
CC(C)(O)CN(C(=O)c1ccc([N+](=O)[O-])cc1)C1CCCC1 | -3% | 16% | 2% | 1%
NC(=O)c1ncn([C@@H]2O[C@H](CNCc3ccccc3OCc3ccc(Cl)cc3Cl)[C@@H](O)[C@H]2O)n1 | -4% | 5% | -1% | -2%
CSc1nc2[nH]c(=O)[nH]c2c(=O)[nH]1 | -19% | ? | 6% | -3%
Cc1c(NC(=O)c2nn(C)c(=O)c3ccccc23)c(=O)n(-c2ccccc2)n1C | -8% | ? | 1% | -6%
CC(=O)Nc1ccc(C=NNC(=O)C2CC2)cc1 | 1% | -15% | 9% | 2%
O=C(c1ccc(F)cc1)c1cccc(C(=O)c2ccc(F)cc2)n1 | 2% | 11% | 2% | -1%
O=c1[nH]nc(N=Nc2c(O)[nH]c3ccc(F)cc23)c(=O)[nH]1 | -15% | -9% | -1% | -8%
O=Nc1c2cc3ccccc3[nH]c-2c2ccccc12 | -3% | -45%[inhibitor] | -3% | 1%
CN1NC(=O)CC1c1ccccc1 (centres undefined) | -1% | 0% | 5% | -4%
CCOc1ccc(CCN2C(=O)C(=O)N([C@@H](CC(C)C)CN3CCC[C@@H]3CN3C(=O)C(=O)NC[C@@H]3Cc3ccccc3)C[C@@H]2Cc2ccc(O)cc2)cc1 | 0% | 31% | -4% | -2%
CN(C)c1ncnc2c1C(c1ccccc1)C(C)(C)O2 (centres undefined) | -4% | 3% | -3% | 0%
S=c1[nH]nc(-c2ccco2)n1-c1ccc(Br)cc1 | -9% | 2% | 0% | -6%
COC(=O)[C@H]1C[C@H]1[C@@H](NC(=O)c1cccnc1)c1ccccc1 | -6% | 23% | -1% | -2%
C=CCn1c(SCC(=O)NCC(c2ccccc2)N(C)C)nc2sc3c(c2c1=O)CCC3 (centres undefined) | 10% | -34% | -1% | 2%
Cc1cccc(N=C2CCCC2C(=O)Nc2cccc(C)c2C)c1C (centres undefined) | 2% | 0% | 30% | -2%
O=C1NC(=O)N(c2ccc(Cl)cc2)C(=O)/C1=C/c1ccc2c(c1)CCN2Cc1ccccc1Cl | -1% | -10% | 2% | 1%
Cc1ccc(C2=NOC(=O)/C2=C\c2ccccc2)cc1 | 1% | -28% | 3% | 0%
CC(=O)OC1CCC2(C)C(=CCC3C2CCC2(C)C3CC3ON=C(C)C32)C1 (centres undefined) | -1% | -15% | -4% | -4%
Cc1ccc(C2=NOC(c3nnc(-c4ccccc4)o3)C2)cc1 (centres undefined) | 3% | 32% | -4% | 2%
COc1cc(OC)nc(Oc2ccccc2/C=N/O)n1 | 2% | ? | -5% | -1%
O=C1CC(c2ccccc2)C(=O)N2C(=O)CC(c3ccccc3)C(=O)N12 (centres undefined) | -5% | 12% | 3% | -6%
Cc1cc(/C=C2\SC(=S)N(C)C2=O)c(C)n1-c1ccccc1O | 13% | -55%[inhibitor] | ? | -2%
Cc1n[nH]c(C)c1NC(=O)CN1CCN(S(=O)(=O)c2ccc(C(F)(F)F)cc2)CC1 | 1% | 4% | -11% | -4%
Cc1cc(NC(=O)CCC(=O)N(CC2CCCO2)C(C(=O)NC2CCCC2)c2ccccc2C)no1 (centres undefined) | -3% | 4% | -1% | -2%
O=[N+]([O-])c1ccc(C=NN=Cc2ccc([N+](=O)[O-])cc2)cc1 | 2% | -14% | 2% | -4%

# Single entries from the entries so far:
# ASM inhibitor result of `CCOC(=O)/C=c1/s/c(=C/c2ccccc2OC)c(=O)n1CC(=O)N1CCOCC1` stands at 46%
# TSG101-PTAP inh result of `Cc1c(NC(=O)c2nn(C)c(=O)c3ccccc23)c(=O)n(-c2ccccc2)n1C` stands at -6%
# TCR activator result of `Oc1cccc2oc(=S)[nH]c12` stands at -12%

# Complete entries as entered above. Order of screens: TCR activator, a7 integrin act, ASM inhibitor, TSG101-PTAP inh
# Record of Cc1ccc(C2=NOC(=O)/C2=C\c2ccccc2)cc1 = 1%, -28%, 3%, 0%
# Record of COc1cc(OC)nc(Oc2ccccc2/C=N/O)n1 = 2%, ?, -5%, -1%
# Record of O=C1NC(=O)N(c2ccc(Cl)cc2)C(=O)/C1=C/c1ccc2c(c1)CCN2Cc1ccccc1Cl = -1%, -10%, 2%, 1%
# Record of CC(=O)OC1CCC2(C)C(=CCC3C2CCC2(C)C3CC3ON=C(C)C32)C1 (centres undefined) = -1%, -15%, -4%, -4%
# Record of O=C1CC(c2ccccc2)C(=O)N2C(=O)CC(c3ccccc3)C(=O)N12 (centres undefined) = -5%, 12%, 3%, -6%

# (further entries)
Molecule | TCR activator | a7 integrin act | ASM inhibitor | TSG101-PTAP inh
c1cnc2ccc3c(c2c1)COCO3 | -7% | 10% | -3% | 1%
COc1ccc(C(=O)C2CC2)cc1 | 4% | -2% | -2% | -1%
CN(Cc1ccccc1)C(=O)Nc1ccc(Cl)cc1 | -9% | -22% | -1% | -4%
O=C(O)C1C=Cc2ccccc2N1C(=O)c1ccccc1 (centres undefined) (tested in a mixture with another compound) | 2% | -1% | -2% | -1%
O=C1C(=Cc2cccs2)Oc2ccccc21 | 3% | 12% | 4% | -3%
CCOC(=O)c1[nH]c(C)c(/C(C)=N\O)c1C | 2% | 4% | 2% | -2%
Cc1cc(NC(=O)c2cccc(Br)c2)no1 | -8% | -10% | 0% | -2%
Nc1nc(-c2ccccc2)nc(-c2ccccc2O)n1 | 0% | -3% | ? | -9%
CCOC(=O)C1=C(COC(=O)CNS(=O)(=O)c2ccc(NC(C)=O)cc2)NC(=O)NC1C (centres undefined) | 0% | -7% | 0% | -8%

# An excerpt from above in order of their number in a7 integrin act, lowest first:
Molecule | TCR activator | a7 integrin act | ASM inhibitor | TSG101-PTAP inh
CCOC(=O)C1=C(COC(=O)CNS(=O)(=O)c2ccc(NC(C)=O)cc2)NC(=O)NC1C (centres undefined) | 0% | -7% | 0% | -8%
Nc1nc(-c2ccccc2)nc(-c2ccccc2O)n1 | 0% | -3% | ? | -9%
CCOC(=O)c1[nH]c(C)c(/C(C)=N\O)c1C | 2% | 4% | 2% | -2%
